# Bioassay records from PubChem BioAssay.
# LMP1 NFkB inh: reduces LMP1-driven NF-kappaB luciferase signal. LMP1-induced NF-kappaB luciferase reporter cells, luminescence. inhibition, % at 12.5 µM. 350,000 compounds, 0.69% hits. AID 504558; in the data active means inhibition above about 41%;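 further: 0% = neutral control wells and 100% = reference inhibitor control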
# SRC2 inh: inhibits human steroid receptor coactivator 2. HEK293 GAL4-SRC2 luciferase reporter, luminescence. inhibition, % at 9 µM. 370,000 compounds, 0.17% hits;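 active means inhibition above the mean inhibition of all tested compounds plus 3 SD, set per campaign, cut at about 52% in these data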;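 further: 0% = DMSO treated cells and 100% = cells given Gossypol at 36 µM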
# SRC1 inh: inhibits human SRC1 coactivator | Q15788 | HEK293 GAL4-SRC1 luciferase reporter, luminescence | inhibition, % at 3.6 µM | 360,000 compounds, 0.12% hits;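 active means inhibition above the campaign mean plus 3 SD, with each screening campaign given its own cutoff, cut at about 60% in these data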;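 further: 0% = DMSO treated cells and 100% = gossypol at 36 µM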
# LRH-1 inv ag: NR5A2 inverse agonism in reporter assay | HEK293T StAR-luciferase reporter, LRH-1 transfected, 24 h | inhibition, % at 3.6 µM | 360,000 compounds, 0.13% hits | AID 602396;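 active means inhibition above the mean inhibition of all tested compounds plus 3 SD, cut at about 73% in these data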;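 further: 0% = DMSO wells and 100% = reporter-only cells lacking LRH-1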
# Target sequence (O00482 whole entry, looked up): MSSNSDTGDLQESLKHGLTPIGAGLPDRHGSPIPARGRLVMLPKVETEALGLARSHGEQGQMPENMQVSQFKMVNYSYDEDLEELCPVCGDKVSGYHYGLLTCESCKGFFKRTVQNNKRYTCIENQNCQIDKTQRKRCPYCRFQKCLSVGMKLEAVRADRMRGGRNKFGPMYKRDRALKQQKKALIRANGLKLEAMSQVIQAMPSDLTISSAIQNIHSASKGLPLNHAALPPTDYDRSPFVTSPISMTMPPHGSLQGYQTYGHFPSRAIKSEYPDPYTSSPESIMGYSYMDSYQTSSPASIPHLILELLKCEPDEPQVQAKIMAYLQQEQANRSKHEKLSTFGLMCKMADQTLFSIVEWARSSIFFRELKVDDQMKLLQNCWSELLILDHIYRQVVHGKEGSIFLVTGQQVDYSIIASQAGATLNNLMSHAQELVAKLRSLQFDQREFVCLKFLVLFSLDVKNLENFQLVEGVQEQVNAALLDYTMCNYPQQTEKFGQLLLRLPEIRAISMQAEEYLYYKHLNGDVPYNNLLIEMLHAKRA
# ABHD5-PLIN5 inh: ABHD5-PLIN5 protein interaction inhibition; inhibition, % at 4 µM; Split G. princeps luciferase complementation, luminescence, 4 h; Q00G26+Q8WTS1; AID 602281; 360,000 compounds, 0.78% hits;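 active means inhibition above the mean inhibition across every tested compound plus 3 SD, cut at about 22% in these data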;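 further: 0% = DMSO only wells and the 100% control is not disclosed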
# MC4R antagonist: blocks human MC4R cAMP signaling; MC4R-expressing cells, MTII-stimulated cAMP, LANCE TR-FRET; inhibition, % at 6.5 µM; 360,000 compounds, 0.48% hits; AID 540295;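 active means inhibition above its plate's cutoff, the mean of tested wells on that plate plus 3 SD, cut at about 29% in these data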;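 further: 0% = Melanotan II alone and 100% = Melanotan II plus saturating MCL0020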
#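 Material – human MC4R-expressing U2OS cells · Repeats – no replicates · Detection – TR-FRET with Eu-cAMP and labeled anti-cAMP, 671 nm · Times – compound 30 min, challenge 1 h, detection 1 h · Compound – single nominal compound dose of 6.5 µM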
# TLR9-MyD88 inh: TLR9-MyD88 interaction inhibition | Q9NR96+Q99836 | CHO BLA complementation TLR9-MyD88, CCF4 FRET ratio | inhibition, % at 4.98 µM | 340,000 compounds, 0.21% hits | AID 504734;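 active means inhibition above the mean over all tested compounds plus 3 SD, cut at about 21% in these data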;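 further: 0% = DMSO only wells and 100% = clavulanate BLA inhibitor control wells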
# MC4R barr agon: activates human MC4R beta-arrestin recruitment; 360,000 compounds, 0.98% hits; activation, % at 8.9 µM; U2OS MC4R beta-arrestin complementation, luminescence; percent of melanotan II response, DMSO zero; P32245;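 active means activation above a per-plate cutoff, the mean activation of sample wells on that plate plus 3 SD, cut at about 8% in these data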
# COUP-TFII inh: inhibitors of human COUP-TFII (NR2F2) | P24468 | HEK293T NGFI-A luciferase reporter, luminescence | inhibition, % at 8.6 µM | 370,000 compounds, 0.7% hits | AID 686940;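 active means inhibition above a per-plate cutoff, mean inhibition of test wells between control levels plus 3 SD, cut at about 38% in these data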;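 further: cells cotransfected with COUP-TFII expression vector driving the NGFI-A reporter; 0% = median of COUP-TF2 test wells and 100% = reporter-only cells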
# Target sequence (P24468 whole entry, looked up): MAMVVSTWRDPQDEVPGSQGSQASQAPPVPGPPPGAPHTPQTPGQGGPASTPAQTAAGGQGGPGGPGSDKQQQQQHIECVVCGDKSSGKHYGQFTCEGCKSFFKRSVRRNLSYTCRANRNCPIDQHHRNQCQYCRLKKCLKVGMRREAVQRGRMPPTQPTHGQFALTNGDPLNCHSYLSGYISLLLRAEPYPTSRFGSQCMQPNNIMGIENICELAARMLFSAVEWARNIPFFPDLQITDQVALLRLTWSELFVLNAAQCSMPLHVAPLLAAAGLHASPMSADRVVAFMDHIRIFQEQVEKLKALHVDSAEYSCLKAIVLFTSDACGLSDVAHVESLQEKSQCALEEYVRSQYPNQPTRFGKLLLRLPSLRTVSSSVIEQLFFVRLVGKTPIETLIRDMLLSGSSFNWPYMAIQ
# SRC3 inh: inhibits human SRC3 coactivator. HEK293 GAL4-SRC3 luciferase reporter, luminescence. inhibition, % at 3.6 µM. 360,000 compounds, 0.17% hits;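 active means inhibition above a per-campaign cutoff, the mean of all compounds plus 3 SD, cut at about 60% in these data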;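 further: 0% = DMSO-treated cells and 100% = gossypol-treated cells at 36 µM; higher means less SRC3-driven luciferase light from the GAL4 reporter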
# NOD2 RIPK2 PPI: inhibitors of human NOD2-RIPK2 interaction. O43353. CHO BLA complementation NOD2-RIPK2, CCF4 ratio. inhibition, % at 4.98 µM. 360,000 compounds, 0.38% hits. AID 624267; in the data active means inhibition above about 21%;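 further: 0% = vehicle only and 100% = reference blocker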
# * = called active by the depositor; nt = not tested or not shown. Not all compounds are listed; count on the stated rates, not on these rows.
LMP1 NFkB inh	SRC2 inh	SRC1 inh	LRH-1 inv ag	ABHD5-PLIN5 inh	MC4R antagonist	TLR9-MyD88 inh	MC4R barr agon	COUP-TFII inh	SRC3 inh	NOD2 RIPK2 PPI	SMILES
1	9	-5	14	-7	8	0	1.8	-4	4	-14	CCN1C(=O)[C@H]2[C@@H](c3ccc(C(F)(F)F)cc3)N[C@]3(CCCN(Cc4ccc(C)cc4)C3=O)[C@H]2C1=O
-6	-11	10	-32	3	28	-9	-0.3	-3	-1	-5	Cc1ccc(C(=O)C2CCN(CC(=O)NCc3ccc(F)cc3)CC2)cc1
-25	-79	-83	-136	2	0	7	0.1	-37	-96	-2	CC(=O)NCCc1nc2cc(NC(=O)c3ccc(Cl)cc3)ccc2n1C
-12	5	11	11	0	1	6	-1.5	0	-8	-6	Cc1ccccc1-n1c(SC/C(O)=C(\C#N)c2nc3ccccc3[nH]2)nnc1-c1ccncc1
6	-10	-10	8	-2	22	3	-0.3	-1	13	0	CCCCCCn1c(Br)nc2c1c(=O)n(C)c(=O)n2C
-13	-46	-67	-128	-6	4	-5	-0.1	-23	-67	-1	CCOC(=O)c1ccc(Nc2ncnc3nc[nH]c23)cc1
-3	5	4	-4	0	0	-8	-1.6	-14	-4	-1	CC1(C)O[C@@H]1COc1c2ccoc2cc2oc(=O)ccc12
-26	-23	-91	-79	-1	2	-6	-1.7	-14	-51	-2	COc1ccc(OCc2ccc(-c3nc4ccccc4c(=O)n3N)o2)cc1
-56	-32	-6	-13	3	9	1	-0.8	-6	2	-11	CN(C)S(=O)(=O)c1ccc(Nc2ccc(-c3ccc4c(c3)OCCO4)nn2)cc1
21	-37	-185	-146	-3	4	2	-1.7	-18	-72	-5	CN=c1scc(C)n1/N=C/c1ccc2c(c1)OCO2
3	-24	-5	-4	8	13	-13	-2.6	3	-21	-4	Cn1c(=O)c2[nH]c(-c3cccnc3)nc2n(C)c1=O
5	16	-13	0	13	6	-5	3.1	10	3	-7	CC(C)c1ccc(S(=O)(=O)N2CCC(C(=O)N3CCC3)CC2)cc1
7	-6	-6	0	2	-4	-6	-0.5	-11	-3	-8	CCn1c(-c2ccccc2)ccc(C#N)c1=O
-4	-15	22	-10	-10	3	-12	-2.1	14	2	5	Cc1ccc(N(C)S(=O)(=O)c2cccc(C(=O)NCC(c3cccs3)N3CCOCC3)c2)cc1 (configuration not stated)
-4	5	4	-1	-2	17	3	0.1	23	-21	-10	CC(C)(C)c1nnc(NC(=O)CCS(=O)(=O)Cc2ccccc2)s1
-16	12	-10	-3	-5	0	-8	-4.4	20	-16	-13	COc1cccc(C(=O)NCCS(=O)(=O)NCC2CCCO2)c1 (configuration not stated)
-8	-10	10	0	1	3	-7	-1.0	-3	-21	4	COCCCNS(=O)(=O)c1ccc(C)cc1
-5	-14	-12	1	-2	10	-4	-2.4	-6	4	-1	COc1ccc(S(=O)(=O)Nc2ccc3c(c2)OCO3)cc1OC
7	-4	7	-10	-10	16	-5	0.9	-17	2	-6	CC(C)CNC(=O)c1cccc(NC(=O)c2ccc(NC(=O)c3ccco3)cc2)c1
-3	-5	-32	-12	-4	17	-3	-0.8	-1	-19	-13	CN(C(=S)NC(=O)c1ccc(Br)o1)c1ccccc1
-8	-17	5	-3	1	14	-3	2.1	9	-5	-7	COc1ccc2[nH]c(=O)c(CN(C(=O)c3ccccn3)C3CCCCC3)cc2c1
-5	6	14	16	0	2	0	-1.1	5	7	-2	COc1ccc(N(CC(=O)N/N=C/c2cccs2)S(=O)(=O)c2ccccc2)cc1
-6	-20	-26	-41	1	0	2	-2.3	-20	-26	-1	Cc1ccc2nc(-c3cccnc3SCC(=O)N3c4ccccc4CC3C)[nH]c2c1 (configuration not stated)
-2	-8	4	19	-3	-1	5	0.9	-21	5	5	Cc1cc(C)c([N+](=O)[O-])cc1NC(=O)CCSc1ccccc1Cl
-8	1	-2	-10	4	1	5	-0.2	-5	5	8	COc1ccc(-c2cnc3c(c2)C(=O)N([C@H](C)CO)C[C@@H](C)[C@H](CN(C)Cc2ccccc2)O3)cc1

# Sorted by heavy-atom count (ascending): part of the list above
LMP1 NFkB inh	SRC2 inh	SRC1 inh	LRH-1 inv ag	ABHD5-PLIN5 inh	MC4R antagonist	TLR9-MyD88 inh	MC4R barr agon	COUP-TFII inh	SRC3 inh	NOD2 RIPK2 PPI	SMILES
-3	5	4	-4	0	0	-8	-1.6	-14	-4	-1	CC1(C)O[C@@H]1COc1c2ccoc2cc2oc(=O)ccc12
-4	-15	22	-10	-10	3	-12	-2.1	14	2	5	Cc1ccc(N(C)S(=O)(=O)c2cccc(C(=O)NCC(c3cccs3)N3CCOCC3)c2)cc1 (configuration not stated)
1	9	-5	14	-7	8	0	1.8	-4	4	-14	CCN1C(=O)[C@H]2[C@@H](c3ccc(C(F)(F)F)cc3)N[C@]3(CCCN(Cc4ccc(C)cc4)C3=O)[C@H]2C1=O

# Additional structures.
LMP1 NFkB inh	SRC2 inh	SRC1 inh	LRH-1 inv ag	ABHD5-PLIN5 inh	MC4R antagonist	TLR9-MyD88 inh	MC4R barr agon	COUP-TFII inh	SRC3 inh	NOD2 RIPK2 PPI	SMILES
-4	9	-27	-9	-3	17	-13	-3.2	-4	-17	-3	CCCCN1C(=O)C(=O)N(CC(=O)c2ccc[nH]2)C1=O
-3	12	-6	18	2	11	8	0.3	-9	-3	4	CCN(CC)S(=O)(=O)c1c(Br)cc(C)cc1Br
-2	-18	-22	-1	2	8	-4	-1.3	15	-20	2	CCC(C)(C#CCN1CCCCC1)OCCC#N (configuration not stated)
-2	-3	-5	2	-3	2	12	-1.7	4	-15	2	CC(=O)NCCC(=O)Nc1cc(S(=O)(=O)Nc2ccc(Cl)cc2)ccc1N1CCCC1
-1	0	12	-3	-13	0	3	-2.1	-10	-25	-1	N/C(=N\OS(=O)(=O)c1ccc(Br)cc1)c1ccncc1
1	-1	-4	7	-8	-2	8	-2.3	3	36	-3	Cc1ccc(N/C(N)=N/c2nc(C)cc(C)n2)cc1
0	-8	-9	-5	2	6	5	-3.3	-4	10	-1	CCC(C)NC(=O)CNC(=S)N(Cc1ccccc1)Cc1cccnc1 (configuration not stated)
-9	-17	19	-18	-6	-5	-13	0.6	-3	2	-3	COC(=O)c1cc(S(=O)(=O)N(C)C2CCCCC2)cn1C
-6	-4	6	17	-3	18	-2	-0.1	-11	9	-1	CCc1ccc(Nc2nnc(SC3CCOC3=O)s2)cc1 (configuration not stated)
13	-3	4	16	-4	6	-9	1.3	-6	-7	-6	Cc1cc(NC(=O)c2cc(-c3cccs3)on2)nn1Cc1ccc(Cl)cc1
7	-21	-8	11	-12	2	8	-0.2	5	-23	2	CCNc1nc(NC(N)=S)nc(NC(C)(C)C)n1
-10	24	2	-14	-2	11	-1	-1.5	-4	-20	1	O=C(COC(=O)/C=C/c1cn(-c2ccccc2)nc1-c1cccnc1)Nc1ccc(Cl)cc1Cl
-20	-62	-55	-72	4	1	2	-0.1	-12	-73	0	Cc1occc1C(=O)Nc1ccc(Br)cc1F
-3	2	13	-3	-7	-4	-8	0.6	-4	13	1	CC1CCCCN1S(=O)(=O)c1ccc(S(=O)(=O)N(CC(=O)Nc2ccccc2)Cc2cccs2)cc1 (configuration not stated)
-28	5	4	-18	3	-5	6	-0.1	-13	-10	4	COc1ccc(C(=O)NCc2nnc(SCC(=O)Nc3nc4ccc(C)cc4s3)o2)cc1OC
-4	-14	-6	-5	1	7	-16	-2.7	7	-23	6	CC(=O)Nc1ccccc1OCc1cnc(Cl)s1
-3	-25	3	10	4	12	5	-0.9	-5	5	-10	COc1ccc(C=O)cc1Cn1c(=O)n(CCC(=O)NCc2ccco2)c(=O)c2sccc21
1	-30	-13	3	-3	4	7	-0.8	4	3	13	COCCCNS(=O)(=O)c1ccc(S(=O)(=O)N2CCCC2)cc1
5	-6	9	2	7	-3	0	-0.2	-2	2	-4	CN1C(=O)CSC1=Nc1cccc(Cl)c1
3	-21	-5	3	1	24	0	-1.2	12	-24	6	Cc1ccc(CNC(=O)C2CCC(CNS(=O)(=O)c3cccc4cccnc34)CC2)cc1 (configuration not stated)
4	-7	-1	-3	1	1	-8	-5.1	3	1	-3	CC(C)C(=O)N1CCC(n2nccc2NC(=O)CCOc2ccccc2)CC1
7	-3	15	3	-2	-5	-4	-1.4	15	-2	-11	Cc1ccc(S(=O)(=O)NCCn2cnc([N+](=O)[O-])n2)cc1
0	-22	-6	12	6	12	-2	-1.3	1	-12	-7	CC(C)C(=O)Nc1cccc(C(=O)Nc2ccc(S(=O)(=O)N3CCOCC3)cc2)c1
3	11	5	-10	2	3	0	-1.8	-12	0	-5	COc1cc(C(=O)NCCC(=O)NC(C)CCc2ccccc2)cc(OC)c1OC (configuration not stated)
3	9	-13	-3	0	1	9	-0.3	-10	-11	-5	CC(C)(C)n1ncc2c(=O)n(Cc3ccc(Cl)cc3Cl)cnc21
-17	-31	-80	-102	-1	11	-7	1.9	-6	-62	-2	Cc1ccc(NC(=O)c2ccnc(C(C)(C)C)c2)cc1
4	-1	-11	-3	2	-2	3	-1.1	7	6	-6	CCc1nc(N)c(C#N)c(-c2ccc(OC)c(OC)c2)c1C
2	-8	0	22	1	4	-8	0.5	8	6	-10	COC(=O)CSc1nnc([C@H](Cc2ccccc2)NC(=O)OC(C)(C)C)o1
-13	nt	-45	-91	-10	18	-6	-2.7	nt	-91	-2	Cc1nn(-c2nc3ccccc3[nH]2)c(N)c1-c1ccc(Cl)cc1
-8	-10	-3	-5	-11	14	-10	-2.4	14	-11	-6	COc1ccc(C(=O)CN2C(=O)NC3(CCCc4ccccc43)C2=O)cc1 (configuration not stated)
-5	-19	-8	-5	-34	-4	-10	-1.3	4	-2	-1	COc1ccccc1Nc1nc(-c2sc(NC(=O)C(C)(C)C)nc2C)cs1
-6	-12	0	-7	2	-3	2	-0.8	1	9	-14	CCN(CC)C1CCN(C(=O)c2ccc3nc(Cc4ccc(OC)cc4)oc3c2)C1 (configuration not stated)
-4	2	5	-12	-4	-8	-1	0.9	-19	4	-8	COc1ccccc1C1CCN(c2cc(O)ccc2[N+](=O)[O-])CC1
12	-8	-7	1	2	2	1	-0.4	15	6	-7	CCCCOC(=O)c1ccc(NC(=O)c2cnc3n(c2=O)CCS3)cc1
-4	1	-2	26	-1	8	1	-0.2	10	-11	-8	Cn1c(CNC(=O)c2ccco2)nnc1SCC(=O)Nc1c(F)cc(F)cc1Br
-8	19	-4	10	-2	1	-6	-1.0	15	3	2	Cc1ccc2c(c1)N(C(=O)CCC(=O)NCc1ccccc1)CC(C)O2 (configuration not stated)
-2	-7	7	1	8	5	-10	-0.4	-12	-6	-11	COc1ccc(CCn2c(-c3cccc([N+](=O)[O-])c3)nc3nc4ccccc4nc32)cc1OC
1	15	-1	-1	-2	13	5	-2.2	18	17	8	COc1ccc(CC(=O)Nc2ccc(OC(C)=O)cc2C(=O)O)cc1
